EBI2 antag: antagonists of human EBI2 receptor | 360,000 compounds, 0.81% hits | EBI2 beta-arrestin recruitment, luminescence, 7a,25-OHC stimulated | P32249 | AID 651636 | inhibition, % at 5 µM; in the data active = inhibition above about 38%;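 also: enzyme fragment complementation signal reports receptor beta-arrestin coupling in cells; 0% = agonist plus DMSO wells and 100% = wells without agonist; some results beyond the cut were filed as inactive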
APOBEC3G inh: blocks human APOBEC3G single-stranded DNA deamination; recombinant A3G, ssDNA deamination FAM/TAMRA fluorescence; inhibition, % at 20 µM; 330,000 compounds, 0.28% hits;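 active = inhibition of at least 40% at 20 µM, with no more than 30% in the related APOBEC3A deaminase screen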;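 also: plate controls were DMSO wells with A3G for no effect and wells lacking A3G enzyme for full effect; some compounds called inactive have numbers as strong as hits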
APOBEC3A inh: blocks human APOBEC3A ssDNA deamination | P31941 | recombinant A3A, FAM/TAMRA ssDNA deamination fluorescence | inhibition, % at 20 µM | 330,000 compounds, 0.41% hits;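 active = at least 40% inhibition at 20 µM here, with at most 30% in a related deaminase screen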;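 also: plate controls were A3A with DMSO for no effect and wells lacking A3A enzyme for full effect; some results filed as inactive read as strong as hits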
Target sequence (P31941 whole entry, looked up): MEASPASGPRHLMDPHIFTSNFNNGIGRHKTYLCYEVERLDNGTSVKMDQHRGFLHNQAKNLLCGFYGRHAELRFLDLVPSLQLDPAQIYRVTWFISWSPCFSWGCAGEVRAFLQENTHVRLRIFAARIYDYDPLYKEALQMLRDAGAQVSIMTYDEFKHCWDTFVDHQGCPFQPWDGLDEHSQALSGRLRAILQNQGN
Gli-Sufu block: blocks Gli-Sufu signaling in a luciferase reporter | 340,000 compounds, 0.74% hits | Sufu-KO-LIGHT fibroblasts, Gli luciferase reporter luminescence | AID 588413 | inhibition, % at 5 µM;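 active = inhibition above about 55%, limit read from the data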;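 also: 0% = DMSO-treated cells and 100% = wells with medium but no cells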
NR3A LBD binder: modulates the human NR3A ligand-binding domain; NR3A LBD differential scanning fluorimetry, Tm shift; 0% = protein alone, 100% = glycine-bound protein; Tm shift relative to glycine control, % at 25 µM; 340,000 compounds, 2.5% hits;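 active = melting temperature shift of at least 10% of the positive control shift, at one fixed dose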
CXCR6 block: CXCR6 (human) receptor inhibition | O00574 | CHO-K1 PathHunter CXCR6 beta-arrestin, luminescence | inhibition, % at 20 µM | 360,000 compounds, 0.36% hits; in the data active = inhibition above about 34%, passing the limit was not always enough;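 also: antagonist mode with CXCL16 agonist at 10 nM final; 0% = 10 nM CXCL16 with DMSO and 100% = unstimulated wells without agonist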
Target sequence (O00574 whole entry, looked up): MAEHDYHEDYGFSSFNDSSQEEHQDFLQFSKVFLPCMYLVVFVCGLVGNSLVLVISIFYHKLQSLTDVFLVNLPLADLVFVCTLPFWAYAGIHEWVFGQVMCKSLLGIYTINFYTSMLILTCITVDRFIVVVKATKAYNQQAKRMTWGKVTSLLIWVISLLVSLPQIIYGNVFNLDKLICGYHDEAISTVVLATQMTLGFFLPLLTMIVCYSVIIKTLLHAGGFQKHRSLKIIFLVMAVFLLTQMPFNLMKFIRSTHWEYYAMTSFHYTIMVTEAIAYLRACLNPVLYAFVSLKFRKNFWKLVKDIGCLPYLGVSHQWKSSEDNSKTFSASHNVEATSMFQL
MPTP inh: permeability transition pore inhibition; isolated mouse mitochondria, Ca2+ swelling absorbance, 30 min; inhibition, % at 10 µM; 360,000 compounds, 1.4% hits; AID 602449;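 active = inhibition of 50% or more, scaled per plate between neutral and stimulator controls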;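 also: 0% = DMSO wells given calcium and 100% = 1 mM EGTA wells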
CCR6 antag: blocks CCL20-driven beta-arrestin recruitment at human CCR6. P51684. CHO-K1 CCR6 PathHunter beta-arrestin, luminescence, CCL20-stimulated. inhibition, % at 20 µM. 340,000 compounds, 0.49% hits. AID 493098;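 active = compounds whose inhibition of the agonist-driven luminescence signal at 20 µM reaches about 50%, limit read from the data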;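 also: cells stimulated with CCL20 at 14 nM final; plate controls were DMSO with CCL20 for no effect and DMSO without agonist for full effect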
Target sequence (P51684 whole entry, looked up): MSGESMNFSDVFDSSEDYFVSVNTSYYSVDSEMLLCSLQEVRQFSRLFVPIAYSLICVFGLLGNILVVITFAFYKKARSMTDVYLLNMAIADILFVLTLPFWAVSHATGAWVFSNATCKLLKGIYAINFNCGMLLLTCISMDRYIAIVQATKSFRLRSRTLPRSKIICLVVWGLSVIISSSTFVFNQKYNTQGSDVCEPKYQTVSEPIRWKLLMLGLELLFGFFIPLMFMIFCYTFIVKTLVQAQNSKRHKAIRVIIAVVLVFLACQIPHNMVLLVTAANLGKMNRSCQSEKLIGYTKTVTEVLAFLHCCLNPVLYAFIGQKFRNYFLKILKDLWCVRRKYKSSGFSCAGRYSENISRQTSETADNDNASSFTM
Active calls of the source: *.

Compound	EBI2 antag	APOBEC3G inh	APOBEC3A inh	Gli-Sufu block	NR3A LBD binder	CXCR6 block	MPTP inh	CCR6 antag
CCCc1cc(C(=O)Nc2ccc(Cl)cn2)cs1	8	-10	-3	-92	1	-6	-0.4	20
COc1ccc(CN2CCN(C3CCC3)CC2CCO)c(C)c1C (centres undefined)	2	-7	-2	22	0	8	-0.4	9
Cc1cc(Br)ccc1SCC(=O)N1CCN(S(=O)(=O)c2ccccc2)CC1	83*	-8	1	4	4	1	-1.1	5
O=C(NCC(c1ccco1)N1CCOCC1)c1ccc(Cl)cc1 (centres undefined)	-10	-5	-2	-7	2	0	-0.8	4
COc1ccc(NC2=C(c3ccc(OC)cc3)C(=O)c3ccccc32)cc1	16	-4	0	14	-5	12	4.7	17
O=C(CSc1ncnc2[nH]ncc12)Nc1cccc(Oc2ccccc2)c1	14	-13	2	-13	-4	3	0.5	9
O=C(CNC1CCCCCC1)Nc1ccccc1N1CCCCC1	-2	-1	-1	11	2	3	-0.5	14
O=S(=O)(Nc1ccc(N2CCCCC2)cc1)c1ccc(F)cc1F	15	-4	-1	2	4	-17	3.4	0
OCCNC(=S)Nc1cccc(Cl)c1Cl	-14	-7	-4	1	2	8	-0.3	-9
Cc1ccc2c(COC(=O)c3ccccc3F)cc(=O)oc2c1	2	-5	-2	-13	-1	9	-1.0	-1
Cc1ccc(-c2c3c(=O)n(C)c(=O)n(C)c3cn2Cc2ccccn2)cc1	-1	-3	-3	1	0	14	2.2	0
O=C(CCCN1C(=O)/C(=C/c2ccc(F)cc2)SC1=S)NCCCn1ccnc1	5	-3	-4	-12	-1	-6	1.7	-2
CC(C)Cc1ccc(C(C)C(N)=NCCc2ccccc2)cc1 (centres undefined)	-1	-8	-2	14	-1	-10	0.8	8
O=C(c1cc2nc(C3CC3)cc(C(F)(F)F)n2n1)N1CCCC1	-8	4	4	0	-2	-5	1.1	8
C=C1C(=O)[C@@]23[C@H](O)C[C@@H]4C(C)(C)CC[C@H](O)[C@@]4(C)[C@@H]2CC[C@@H]1[C@H]3O	38	10	2	80*	1	12	-0.6	18
CC(C)c1ccc(NC2CCCN(C(=O)CSc3nncn3C)C2)cc1 (centres undefined)	-9	-7	-3	0	-1	2	1.9	17
NC(=O)CNC(=O)[C@@H]1CC2(CC(c3ccccc3)=NO2)CN1C(=O)c1ccc(Br)cc1 (some centres undefined)	-4	-7	-1	3	-2	-14	-0.8	4
COc1ccc(Cl)cc1NC(=O)c1[nH]nc(OC)c1[N+](=O)[O-]	9	-4	-1	28	-13	-4	2.2	7
CC(NC(=O)c1cc(COc2ccc3ncccc3c2)on1)c1ccc(F)cc1 (centres undefined)	3	1	3	58*	-1	-17	94*	11
Cn1c(CNC(=O)c2ccco2)nnc1SCC(=O)N1c2ccccc2Sc2ccccc21	2	18	63*	-1	9	-35	-0.1	2
COc1ccc(COc2ccc(S(=O)(=O)N3CCCC3)cc2C(N)=O)cc1F	-5	-6	-2	15	0	-4	0.8	-4
CCCCCCSc1ccc([C@@H]2[C@H]3C(=O)N(CC)C(=O)[C@H]3[C@]3(C(=O)OC)CCCCN23)cc1OC	7	-4	-4	4	5	10	1.1	9
COc1ccc(C(=O)CSc2nnc(Cc3ccccc3)o2)cc1	2	-8	-7	24	1	-4	2.5	9
C[C@H](CO)N1C[C@H](C)[C@@H](CN(C)Cc2ccc(Oc3ccccc3)cc2)Oc2c(NC(=O)c3ccncc3)cccc2C1=O	15	5	0	23	-6	4	-1.1	12
CCCN(Cc1ccc(N(CC)CC)cc1)CC1CC1	-6	-6	-4	5	-1	7	-0.3	-1
O=S(=O)(N/N=C/c1ccc2c(c1)OCO2)c1ccc(Br)cc1	-8	-1	-4	-5	-3	-2	-0.5	13
CCOC(=O)C1CCCN(C(=O)CNC(=O)c2ccc(Br)o2)C1 (centres undefined)	-1	-7	-3	-15	1	-1	-0.1	5
Cc1nnc(NC(=O)c2cc3ccccc3o2)s1	9	-13	-6	-10	-2	9	-2.4	6
O=C(Nc1ccc(F)cc1)/C(Cl)=C/c1ccccc1	16	-5	-2	-55	-9	11	-1.2	9
O=C(COC(=O)c1ccco1)Nc1nc2ccc([N+](=O)[O-])cc2s1	8	-6	-4	-1	0	21	34	12
CN(c1ccccc1)S(=O)(=O)c1ccc(NC(=O)c2ccco2)cc1	-1	-6	1	-5	-2	4	-1.1	5
C[C@@H]1CC[C@]2(C(=O)O[C@@H]3O[C@H](CO)[C@@H](O)[C@H](O)[C@H]3O)CC[C@]3(C)C(=CCC4[C@@]5(C)CC[C@H](O[C@@H]6OC[C@H](O)[C@H](O[C@@H]7O[C@H](CO)[C@@H](O)[C@H](O)[C@H]7O)[C@H]6O)C(C)(C)C5CC[C@]43C)C2[C@]1(C)O (some centres undefined)	1	-5	3	-6	-2	-3	-1.7	-24
Cc1ccc(NC(=O)CNC(=O)c2ccco2)cc1Cl	-13	-3	-4	-10	-1	0	1.1	-2
CC(=O)c1cccc(NC(=O)/C=C/c2ccc(S(=O)(=O)N3CCOCC3)cc2)c1	-17	-4	-3	-2	5	-6	-2.2	3
CCOC(=O)C1CCCN(Cc2cc(=O)oc3cc(C)ccc23)C1 (centres undefined)	6	3	-4	-12	2	0	2.3	10
CCNC(=O)N1CCNC(=O)C1CC(=O)Nc1ccc(C(=O)OCC)cc1 (centres undefined)	-5	-4	-2	-5	0	-4	-2.9	-9
O=C(c1ccc(Cl)s1)N1CCOCC1	-2	0	0	-1	1	1	-0.4	10
CCCCN(C(=O)C1CCCC1)c1c(N)n(CCC)c(=O)[nH]c1=O	-23	-12	-1	-7	1	-3	-0.4	7
COc1ccc(-c2onc(C)c2-c2ccc3c(c2)OCCO3)c(O)c1	-4	-2	3	-4	-1	0	3.2	-1
COc1cccc(CN2CCCC(C(=O)c3ccc4c(c3)OCO4)C2)c1O (centres undefined)	-9	10	0	30	-2	-15	1.8	12
CCOc1ccc(CNC(=O)CCCn2nc(CC)n3c(cc4occc43)c2=O)cc1	13	-2	-2	12	1	2	-0.1	20
CC(=O)NS(=O)(=O)c1ccc(NC(=O)COc2cccc3c2OC(C)(C)C3)cc1	8	-14	-3	1	2	3	-3.0	4
CCOc1ccc(S(=O)(=O)N(CC)CC(=O)NCc2ccccn2)cc1C	-6	-4	2	-18	-2	-6	0.0	4
CNC[C@H]1Oc2c(NC(=O)C3CCCCC3)cccc2C(=O)N([C@H](C)CO)C[C@@H]1C	0	1	-1	-1	0	-2	0.9	3
CCOC(=O)N1CCC(NC(=O)c2ccc3c(c2)N=C(CC)c2cc(C)ccc2S3)CC1	11	-6	-3	19	-2	11	-0.7	16
O=C(COC(=O)c1cccnc1Cl)Nc1nc(-c2ccccc2)cs1	-10	0	-1	-13	-4	-11	5.2	12
Cc1nn(C)c(C)c1N1C(=O)c2cccc3c(Br)ccc(c23)C1=O	-1	0	2	-4	-1	-4	39	-24
Cc1ccccc1N(CC(=O)N/N=C/c1ccc(F)cc1)C(=O)c1ccccc1	9	-1	0	-5	0	-4	0.1	-7

Complete entries from above. Order of values: EBI2 antag	APOBEC3G inh	APOBEC3A inh	Gli-Sufu block	NR3A LBD binder	CXCR6 block	MPTP inh	CCR6 antag
CNC[C@H]1Oc2c(NC(=O)C3CCCCC3)cccc2C(=O)N([C@H](C)CO)C[C@@H]1C is listed as 0	1	-1	-1	0	-2	0.9	3
COc1cccc(CN2CCCC(C(=O)c3ccc4c(c3)OCO4)C2)c1O (centres undefined) is listed as -9	10	0	30	-2	-15	1.8	12

(list continues)
Compound	EBI2 antag	APOBEC3G inh	APOBEC3A inh	Gli-Sufu block	NR3A LBD binder	CXCR6 block	MPTP inh	CCR6 antag
CC(C)=CCCC(C)N(C=O)C(C)CCC=C(C)C (centres undefined)	-8	-1	0	21	1	-1	-2.2	13
CCC1=C2CC[C@H]3C(=O)N(CC)C(=O)[C@H]3[C@H]2[C@@]2(Cc3ccccc3)C(=O)N(Cc3ccccc3)C(=O)N2C1=O	3	1	3	27	-1	-1	-0.1	-3
O=[N+]([O-])c1ccccc1S(=O)(=O)Nc1ccc(S(=O)(=O)Nc2nccs2)cc1	-6	-12	-2	-10	6	-4	1.3	0
CC(C)CCN1NC2(CCCC(C)C2)NC1=S (centres undefined)	-8	-6	-4	22	-1	-20	0.3	-17
CCNC(=S)/N=C(/Nc1ccc(OC)cc1)Nc1nc(C)cc(C)n1	12	-6	-2	-13	3	-3	1.0	16
CCN(C(=O)CCNC(=O)Cn1cnc2ccccc2c1=O)c1ccccc1F	-9	3	0	-9	1	-1	-2.6	17
COC(=O)c1ccccc1NC(=O)n1cc(C)cn1	0	-3	1	6	-1	2	1.5	10
COc1ccc2c(c1)-c1ccccc1S(=O)(=O)N2C	6	-4	-2	6	-3	5	-0.9	2
O=C(COC(=O)c1cc(=O)[nH]c2ccccc12)NCc1ccccc1	-6	-8	3	-1	1	0	-1.0	1
CC(=O)N1N=C(c2ccc(C)cc2)CC1c1ccco1 (centres undefined)	-6	-6	-2	-20	-1	2	-1.8	-2
CC(=O)c1c(C)[nH]c(C(=O)OCC(=O)N(Cc2ccccc2)C(C)(C)C)c1C	6	-5	0	-1	-2	-2	-1.0	0
O=C(NCCN1CCOCC1)c1cc(-c2cccc(Cl)c2)on1	-8	-7	-4	-29	0	1	-0.8	7
CC1Cc2cc(S(=O)(=O)NCCC(=O)N(C)Cc3ccccc3)ccc2N1C(=O)C1CC1 (centres undefined)	-4	-6	-4	-3	-2	-14	-0.1	1
CC(C)c1nnc(NC(=O)COc2ccc3ccccc3c2)s1	-14	-1	-1	-3	1	-4	1.4	15
C=CCn1c(SCC(=O)Nc2ncc(Cc3ccc(C)c(Cl)c3)s2)nnc1-c1ccncc1	13	-9	-1	-1	0	6	4.8	-14
CCn1c2ccccc2c2cc(NC(=O)c3cccc(OC)c3)ccc21	6	3	4	-35	-4	-6	-0.8	8
COc1ccc(OC(=O)CCCN2C(=O)c3ccccc3C2=O)cc1	-5	-6	-7	-3	-2	-6	-1.4	-2
CCOC(=O)CSc1nc2cc(C(=O)N3CCC(C(N)=O)CC3)ccc2c(=O)n1-c1ccccc1	3	-1	-2	1	-1	-2	-0.9	0
c1ccc(Nc2ccccn2)nc1	-17	0	-1	-4	0	-17	-1.7	4

High-throughput results deposited in PubChem BioAssay by Sanford-Burnham Center for Chemical Genomics.
